# TcdB inh – TcdB glycohydrolase inhibition; inhibition, % at 9.99 µM; TcdB glycohydrolase enzymatic assay, plate reader; 0.24% of 350,000 active; in the data active means inhibition above about 10%
# Target sequence (P18177 whole entry, looked up): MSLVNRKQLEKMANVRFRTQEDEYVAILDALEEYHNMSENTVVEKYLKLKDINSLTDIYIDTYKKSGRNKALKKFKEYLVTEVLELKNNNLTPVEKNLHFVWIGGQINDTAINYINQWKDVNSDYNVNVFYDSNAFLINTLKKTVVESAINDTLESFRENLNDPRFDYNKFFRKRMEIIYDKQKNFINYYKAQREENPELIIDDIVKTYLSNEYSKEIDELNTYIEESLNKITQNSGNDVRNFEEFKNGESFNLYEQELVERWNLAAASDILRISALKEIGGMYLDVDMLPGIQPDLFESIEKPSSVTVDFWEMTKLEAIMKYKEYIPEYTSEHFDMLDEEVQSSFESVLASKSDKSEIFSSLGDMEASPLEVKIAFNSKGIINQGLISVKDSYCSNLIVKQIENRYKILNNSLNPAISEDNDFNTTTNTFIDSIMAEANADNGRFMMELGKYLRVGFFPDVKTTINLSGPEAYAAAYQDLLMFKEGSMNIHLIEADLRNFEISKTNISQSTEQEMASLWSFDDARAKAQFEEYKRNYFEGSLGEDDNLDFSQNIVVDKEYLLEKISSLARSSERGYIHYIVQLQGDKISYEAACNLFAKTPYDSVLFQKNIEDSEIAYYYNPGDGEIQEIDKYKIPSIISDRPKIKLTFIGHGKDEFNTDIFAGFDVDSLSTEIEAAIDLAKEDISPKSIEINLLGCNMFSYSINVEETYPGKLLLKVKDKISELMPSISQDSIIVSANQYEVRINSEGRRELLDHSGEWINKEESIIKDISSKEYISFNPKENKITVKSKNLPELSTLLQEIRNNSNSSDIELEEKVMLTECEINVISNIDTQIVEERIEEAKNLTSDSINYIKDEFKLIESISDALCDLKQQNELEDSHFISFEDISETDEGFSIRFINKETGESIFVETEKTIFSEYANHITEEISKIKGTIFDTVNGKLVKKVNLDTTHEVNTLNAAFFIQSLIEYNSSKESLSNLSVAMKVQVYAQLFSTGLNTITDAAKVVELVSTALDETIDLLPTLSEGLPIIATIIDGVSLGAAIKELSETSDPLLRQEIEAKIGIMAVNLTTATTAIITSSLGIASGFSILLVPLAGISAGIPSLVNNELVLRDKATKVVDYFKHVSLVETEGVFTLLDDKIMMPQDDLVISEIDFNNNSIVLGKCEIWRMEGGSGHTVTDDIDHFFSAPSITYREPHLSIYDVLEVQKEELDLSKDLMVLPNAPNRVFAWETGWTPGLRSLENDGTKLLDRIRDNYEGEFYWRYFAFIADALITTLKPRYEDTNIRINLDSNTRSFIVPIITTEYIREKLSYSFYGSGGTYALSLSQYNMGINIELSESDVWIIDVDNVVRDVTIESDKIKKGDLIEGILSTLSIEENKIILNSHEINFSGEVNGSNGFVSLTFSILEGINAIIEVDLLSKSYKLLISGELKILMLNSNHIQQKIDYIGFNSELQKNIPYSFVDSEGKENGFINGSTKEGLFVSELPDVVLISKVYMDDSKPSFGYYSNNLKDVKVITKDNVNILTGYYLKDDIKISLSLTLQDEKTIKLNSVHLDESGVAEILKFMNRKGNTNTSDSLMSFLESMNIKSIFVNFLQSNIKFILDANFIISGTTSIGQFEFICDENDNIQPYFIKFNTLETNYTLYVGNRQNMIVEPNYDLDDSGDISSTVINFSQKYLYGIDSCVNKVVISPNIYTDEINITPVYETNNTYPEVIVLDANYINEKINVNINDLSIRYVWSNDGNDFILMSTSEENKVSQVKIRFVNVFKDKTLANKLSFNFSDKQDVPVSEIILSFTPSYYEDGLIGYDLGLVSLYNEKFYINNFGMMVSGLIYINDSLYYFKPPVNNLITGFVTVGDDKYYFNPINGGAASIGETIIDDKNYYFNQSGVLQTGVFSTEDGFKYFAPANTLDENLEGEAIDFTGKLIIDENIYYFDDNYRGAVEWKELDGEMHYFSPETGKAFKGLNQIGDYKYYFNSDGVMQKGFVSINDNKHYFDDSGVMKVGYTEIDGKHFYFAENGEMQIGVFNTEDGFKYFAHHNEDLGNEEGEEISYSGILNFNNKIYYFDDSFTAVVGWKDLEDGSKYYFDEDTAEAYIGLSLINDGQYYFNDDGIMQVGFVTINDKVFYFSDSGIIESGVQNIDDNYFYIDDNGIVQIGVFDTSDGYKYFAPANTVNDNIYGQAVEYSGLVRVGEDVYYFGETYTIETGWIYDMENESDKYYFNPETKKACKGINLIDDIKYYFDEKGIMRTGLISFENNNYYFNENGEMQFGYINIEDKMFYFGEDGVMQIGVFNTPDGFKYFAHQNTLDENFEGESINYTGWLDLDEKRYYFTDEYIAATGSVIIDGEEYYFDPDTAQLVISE
# Mtb BioA inh – inhibitors of Mycobacterium tuberculosis BioA enzyme | 0.096% of 360,000 active | purified M. tuberculosis BioA enzyme, plate reader | AID 602481 | inhibition, % at 9.99 µM; in the data active means inhibition above about 40%
# * hit, by the source's call; & = joins results of further samples. These rows are one share of the data, so the mix of outcomes need not match the whole.
# Results follow in this order: TcdB inh, Mtb BioA inh
- C[C@H]1CN([C@@H](C)CO)C(=O)Cc2cc(NS(=O)(=O)c3ccccc3)ccc2O[C@H]1CN(C)Cc1ccc(C(F)(F)F)cc1
 : -0.5, -7.7
- Cc1ccc(S(=O)(=O)Nc2ccc3c(c2)C(=O)N([C@H](C)CO)C[C@@H](C)[C@H](CN(C)S(=O)(=O)c2ccccc2)O3)cc1
 : 0.0, -2.2
- CC(C)NC(=O)Nc1ccc2c(c1)C(=O)N([C@@H](C)CO)C[C@@H](C)[C@H](CN(C)S(=O)(=O)c1cccs1)OCCCC[C@@H](C)O2
 : 0.3, -0.6
- C[C@@H]1CN([C@H](C)CO)C(=O)c2cccc(NC(=O)NC3CCCCC3)c2O[C@@H]1CN(C)S(=O)(=O)c1ccccc1
 : 1.9, -0.2
- CCS(=O)(=O)NCC[C@@H]1CC[C@@H](NC(=O)C2CCCC2)[C@@H](CO)O1
 : 1.0, -3.1
- CO[C@@H]1CN(C)C(=O)c2cc(NC(=O)C3CCC3)ccc2OC[C@@H](C)N(Cc2ccc(F)cc2)C[C@@H]1C
 : -0.2, -0.5
- C[C@H](CO)N1C[C@H](C)[C@@H](CN(C)C(=O)Nc2ccccc2)OCCCC[C@H](C)Oc2ccc(NC(=O)Nc3cccc4ccccc34)cc2C1=O
 : 0.3, 0.9
- Cc1noc(C)c1S(=O)(=O)N(C)C[C@@H]1OCCCC[C@@H](C)Oc2ccc(NS(=O)(=O)c3cn(C)cn3)cc2C(=O)N([C@H](C)CO)C[C@@H]1C
 : 0.2, -2.1
- COc1ccccc1C#Cc1cnc2c(c1)C(=O)N([C@@H](C)CO)C[C@H](C)[C@H](CN(C)C(=O)c1ccc3c(c1)OCO3)O2
 : 0.3, -4.3
- CC=Cc1ccc2n(c1=O)C[C@@H]1[C@@H](CO)[C@H](C(=O)NCCC)[C@H]2N1C(=O)c1ccccc1F (mixture of isomers)
 : 0.0, -0.7
- CC(C)NC(=O)N(C)C[C@H]1Oc2ccc(NC(=O)CCCCCC(=O)Nc3ccccc3N)cc2C(=O)N([C@H](C)CO)C[C@H]1C
 : -0.6, -4.4
- CCCN1[C@@H]2c3ccc(-c4cccnc4)c(=O)n3C[C@@H]2[C@@H](CO)[C@@H]1C(=O)NCCCN1CCOCC1
 : 0.1, -0.3
- C[C@H](CO)N1C[C@H](C)[C@@H](CN(C)C(=O)Nc2ccc(F)cc2)OCCCC[C@H](C)Oc2ccc(NC(=O)c3ccncc3)cc2C1=O
 : -0.6, -2.2
- C[C@H](CO)N1C[C@H](C)[C@H](CN(C)C(=O)Nc2ccc3c(c2)OCO3)Oc2c(NC(=O)Nc3ccc(F)cc3)cccc2C1=O
 : 1.1, 1.7
- COc1cccc(C(=O)Nc2ccc3c(c2)C(=O)N(C)[C@H]2CC[C@@H](CC(=O)N[C@@H](C)c4ccccc4)O[C@@H]2CO3)c1
 : 1.5, -2.1
- C[C@@H]1CN([C@H](C)CO)C(=O)c2cccc(NS(=O)(=O)c3cn(C)cn3)c2O[C@@H]1CN(C)CC1CCCCC1
 : 0.0, 0.2
- C[C@@H]1CN([C@@H](C)CO)C(=O)Cc2cc(NC(=O)c3ccncc3)ccc2O[C@@H]1CN(C)S(=O)(=O)c1cccs1
 : 8.3, 4.3
- CCCN(C)C[C@H]1Oc2cc(C#C[C@@H](C)O)ccc2S(=O)(=O)N([C@@H](C)CO)C[C@H]1C
 : -1.1, 2.3
- C[C@@H]1CCCCO[C@H](CN(C)C(=O)Nc2ccc3c(c2)OCO3)[C@@H](C)CN([C@@H](C)CO)C(=O)c2cc(NS(C)(=O)=O)ccc2O1
 : 0.8, -1.3
- C[C@@H]1CN([C@@H](C)CO)C(=O)Cc2cc(NC(=O)CCN3CCOCC3)ccc2O[C@@H]1CN(C)S(=O)(=O)c1ccc(F)cc1
 : 0.6, -2.9
- CO[C@H]1CN(C)C(=O)c2ccc(NC(=O)NC(C)C)cc2OC[C@@H](C)N(CCC(F)(F)F)C[C@H]1C
 : 0.9, 0.0
- C[C@@H]1CN([C@@H](C)CO)C(=O)c2cc(NS(=O)(=O)c3cccs3)ccc2O[C@H]1CN(C)S(=O)(=O)c1cn(C)cn1
 : -8.9, 1.3
- C[C@@H]1CN([C@H](C)CO)C(=O)c2cccc(NS(=O)(=O)c3cn(C)cn3)c2O[C@H]1CN(C)S(=O)(=O)c1cn(C)cn1
 : 1.1, -0.8
- C[C@H](CO)N1C[C@H](C)[C@@H](CN(C)C(=O)Nc2cccc3ccccc23)Oc2c(NC(=O)Nc3ccc(F)cc3)cccc2C1=O
 : 1.9, 2.2
- C[C@@H]1CCCCO[C@H](CN(C)C(=O)CCC(F)(F)F)[C@H](C)CN([C@@H](C)CO)C(=O)c2cc(NC(=O)Nc3ccccc3)ccc2O1
 : 0.4, 0.1
- CC(C)NC(=O)N(C)C[C@H]1Oc2cc(-c3cccnc3)ccc2S(=O)(=O)N([C@H](C)CO)C[C@@H]1C
 : 0.2, 5.6
- C[C@H]1CN([C@@H](C)CO)C(=O)c2cc(-c3ccc(C#N)cc3)cnc2O[C@H]1CN(C)C(=O)Nc1ccc(F)cc1
 : -8.2, -3.1
- CN(C)C(=O)[C@H]1[C@H](CO)[C@H]2Cn3c(ccc(C4=CCCC4)c3=O)[C@@H]1N2Cc1cccnc1
 : -0.8, 0.0
- C[C@H](CO)N1C[C@H](C)[C@@H](CN(C)S(=O)(=O)c2cccs2)Oc2ccc(NS(C)(=O)=O)cc2C1=O
 : -0.4, 0.5
- CNC(=O)C[C@H]1CC[C@H]2[C@H](COc3ccc(NC(=O)Nc4cccc(Cl)c4)cc3C(=O)N2C)O1
 : 0.5, 0.3
- C[C@@H]1CN([C@H](C)CO)C(=O)c2cc(NS(C)(=O)=O)ccc2O[C@H]1CN(C)C(=O)Nc1cccc2ccccc12
 : -1.0, -2.8
- O=C(Cc1ccncc1)Nc1ccc2c(c1)[C@@H]1C[C@@H](CC(=O)N3CCc4ccccc4C3)O[C@@H](CO)[C@@H]1O2
 : 1.3, 0.0
- C[C@H](CO)N1C[C@H](C)[C@@H](CN(C)C(=O)NC2CCCCC2)Oc2ccc(NS(=O)(=O)c3cccs3)cc2CC1=O
 : 1.2, 13.5
- Cc1noc(C)c1NC(=O)Nc1cccc2c1O[C@H](CN(C)Cc1ccc(Cl)c(Cl)c1)[C@@H](C)CN([C@H](C)CO)C2=O
 : -1.9, 2.1
- CC=Cc1ccc2n(c1=O)C[C@@H]1[C@@H](CO)[C@H](C(=O)NCC3CC3)N(C(=O)C3CCOCC3)[C@H]21 (mixture of isomers)
 : 2.4, -0.5
- C[C@@H]1CN([C@@H](C)CO)S(=O)(=O)c2ccc(-c3ccc(F)cc3)cc2O[C@@H]1CN(C)S(C)(=O)=O
 : 0.8, -3.8
- CO[C@H]1CN(C)C(=O)c2ccc(NC(=O)C3CC3)cc2OC[C@@H](C)N(C(=O)c2ccccc2)C[C@H]1C
 : 2.1, 2.8
- C[C@H](CO)N1C[C@H](C)[C@H](CN(C)S(=O)(=O)c2ccc(Cl)cc2)Oc2c(NC(=O)c3nc4ccccc4s3)cccc2C1=O
 : 1.1, 16.6
- COC(=O)C[C@H]1CC[C@H]2[C@H](COc3ccc(NC(=O)c4ccc(F)cc4)cc3C(=O)N2C)O1
 : -0.2, -3.5
- C[C@H]1CN([C@@H](C)CO)S(=O)(=O)c2ccc(C3=CCCCC3)cc2O[C@H]1CN(C)C(=O)Cc1ccncc1
 : -1.0, 0.8
- C/C=C/c1ccc2c(c1)O[C@H](CN(C)C(=O)CC)[C@@H](C)CN([C@H](C)CO)S2(=O)=O
 : -0.8, 35.0
- C[C@@H]1CCCCO[C@H](CN(C)Cc2ccc(C(=O)O)cc2)[C@@H](C)CN([C@@H](C)CO)C(=O)c2cc(NC(=O)Nc3ccc4c(c3)OCO4)ccc2O1
 : -0.4, 1.1
- C[C@H](CO)N1C[C@H](C)[C@H](CN(C)Cc2cncnc2)Oc2ncc(-c3cccc(C#N)c3)cc2C1=O
 : -0.7, -1.5
- CO[C@@H]1CN(C)C(=O)c2ccc(NC(=O)c3ccccc3F)cc2OC[C@@H](C)N(CC2CCOCC2)C[C@@H]1C
 : 1.3&-1.5, 0.9
- Cc1ccc(S(=O)(=O)Nc2ccc3c(c2)CC(=O)N([C@H](C)CO)C[C@@H](C)[C@@H](CN(C)Cc2ccc(C(=O)Nc4ccccc4N)cc2)O3)cc1
 : -0.9, -1.6
- Cc1ccc(S(=O)(=O)N(C)C[C@@H]2OCCCC[C@@H](C)Oc3ccc(NS(=O)(=O)c4c(C)noc4C)cc3C(=O)N([C@@H](C)CO)C[C@@H]2C)cc1
 : -0.5, -2.8
- C[C@@H]1CN([C@@H](C)CO)C(=O)Cc2cc(NC(=O)Cn3cnnn3)ccc2O[C@H]1CN(C)Cc1ccc(C(=O)O)cc1
 : -2.0, 4.2
- C[C@H]1CN([C@@H](C)CO)C(=O)Cc2cc(NC(=O)c3ccncc3)ccc2O[C@H]1CN(C)Cc1ccc(C(=O)O)cc1
 : 0.8, 2.5
- COC(=O)C[C@@H]1CC[C@H]2[C@@H](COc3ccc(NC(=O)Nc4c(C)noc4C)cc3C(=O)N2C)O1
 : 0.6, -1.8
- O=C(C[C@H]1C[C@@H]2c3cc(NC(=O)C4CCOCC4)ccc3O[C@@H]2[C@@H](CO)O1)NC1CCCCC1
 : -0.6, 0.0
- C[C@H]1CN([C@@H](C)CO)C(=O)c2cc(NC(=O)CCN3CCOCC3)ccc2O[C@H]1CN(C)Cc1ccc(C(=O)O)cc1
 : -1.1, -2.6
- CC(=O)N(C)C[C@@H]1Oc2ncc(C3=CCCC3)cc2C(=O)N([C@@H](C)CO)C[C@@H]1C
 : 0.3, -1.4
- CCCC#Cc1ccc2c(c1)O[C@H](CN(C)C(=O)c1ccncc1)[C@@H](C)CN([C@@H](C)CO)S2(=O)=O
 : 1.0, 1.9
- O=C(Nc1ccccc1F)N1CCCCN2[C@@H](CO)[C@H](c3ccc(-c4cccnc4)cc3)[C@@H]2C1
 : -0.1, 4.6
- COCC(=O)N1[C@@H]2CN(C(=O)c3cccc(OC)c3)c3ccccc3[C@@H]2[C@@H]1CO
 : -0.8, -5.1
- O=S(=O)(c1ccccc1)N1C[C@H]2[C@@H](c3ccccc31)[C@H](CO)N2Cc1ccccc1
 : 0.9, 2.7
- CO[C@H]1CN(C)C(=O)c2cc(NC(=O)c3cnccn3)ccc2OC[C@H](C)N(C)C[C@H]1C
 : -0.3, 0.8
- CO[C@H]1CN(C)C(=O)c2cccc(C#N)c2OCC[C@@H]2CC[C@H](OC)[C@@H](CN(C)C(=O)[C@H]1C)O2
 : -1.6, -0.3
- CN1CCCCN2[C@H](CO)[C@H](c3ccc(C#CC4(O)CCCC4)cc3)[C@@H]2C1
 : -0.4, -2.8
- CO[C@@H]1CN(C)C(=O)c2ccc(NC(=O)c3ccccc3)cc2OC[C@H](C)N(C)C[C@@H]1C
 : -0.6, -1.4

# Carrying on.
# Results follow in this order: TcdB inh, Mtb BioA inh
- COc1cccc(NC(=O)N(C)C[C@@H]2Oc3cc(C#CC4(O)CCCC4)ccc3S(=O)(=O)N([C@H](C)CO)C[C@@H]2C)c1
 : -1.4, 1.1
- O=C(C[C@H]1CC[C@@H](NC(=O)c2cccnc2)[C@@H](CO)O1)NCc1ccncn1
 : -0.3, -0.9
- C[C@@H]1CN([C@@H](C)CO)C(=O)c2cccc(NC(=O)Nc3ccc(F)cc3)c2O[C@H]1CN(C)S(=O)(=O)c1ccc(Cl)cc1
 : 0.2, -4.6
- COCC(=O)N(C)C[C@H]1Oc2cc(-c3cccc(F)c3)ccc2S(=O)(=O)N([C@H](C)CO)C[C@H]1C
 : -0.6, 5.7
- O=C(C[C@@H]1C[C@@H]2c3cc(NC(=O)C4CCOCC4)ccc3O[C@@H]2[C@H](CO)O1)NCc1cccc(F)c1
 : -7.6, -1.8
- C[C@H](CO)N1C[C@H](C)[C@@H](CN(C)C(=O)Nc2ccccc2)Oc2c(NC(=O)c3ccc(-c4nccs4)cc3)cccc2C1=O
 : 0.5, 6.2
- C[C@@H]1CCCCO[C@H](CN(C)C(=O)c2ccncc2)[C@H](C)CN([C@H](C)CO)C(=O)c2cc(NC(=O)C3CCCCC3)ccc2O1
 : -0.2, 4.9
- C[C@@H]1CN([C@@H](C)CO)C(=O)c2cc(NC(=O)c3ccncc3)ccc2O[C@@H]1CN(C)S(=O)(=O)c1ccc(Cl)cc1
 : 3.2, 1.5
- C[C@@H]1CCCCO[C@@H](CN(C)C(=O)CCCN(C)C)[C@H](C)CN([C@@H](C)CO)C(=O)c2cc(NC(=O)NC3CCCCC3)ccc2O1
 : -2.3, 2.5
- COc1ccc(CNC(=O)C[C@H]2C[C@H]3c4cc(NC(=O)NC5CCCC5)ccc4O[C@H]3[C@H](CO)O2)cc1
 : 1.3, -1.8
- C[C@H]1CN([C@@H](C)CO)C(=O)c2cc(NC(=O)CCCN(C)C)ccc2O[C@H]1CN(C)C(=O)NC1CCCCC1
 : 0.4, -7.4

# Screens deposited in PubChem by Broad Institute.
